BLM helicase inh – qHTS Assay for Inhibitors of Bloom's syndrome helicase (BLM); recombinant BLM DNA unwinding, fluorescence dequenching; Potency, µM (titrated, usually from 56.1 µM), for inactives: top-dose activity change, negative = inhibition, most hits filed as inhibitors; 350,000 compounds, 0.2% hits; AID 2528, 2010;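 also: plate controls were vehicle for no effect and no enzyme for full effect; nearly all actives have a fitted effect of over 35% in size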
Pol kappa inh – qHTS for Inhibitors of Polymerase Kappa. DNA polymerase kappa (Homo sapiens), Q9UBT6. purified Pol kappa, fluorescent DNA synthesis assay, 10 min. Potency, µM (top dose mostly 107 µM), for the others: top-dose activity, negative = inhibition, actives largely listed as inhibitors. 400,000 compounds, 0.53% hits. AID 588579, 2011; also: % is scaled to controls: 0 for no effect and ±100 for the full control effect
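Inhibition of 10 nM Pol kappa is measured by a fluorescent read-out at 0 and 10 min following addition of 50 nM substrate (final), with a 15-min room-temperature compound preincubation.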
BAZ2B block – qHTS Assay for Inhibitors of BAZ2B. 360,000 compounds, 4.4% hits. AlphaScreen BAZ2B-H3K14Ac peptide displacement. Bromodomain adjacent to zinc finger domain protein 2B (Homo sapiens), Q9UIF8. Potency, µM (series often up to 114 µM), without a hit: at the top dose activity change, negative = inhibition, most hits filed as inhibitors; also: % is scaled to controls: 0 for no effect and ±100 for the full control effect; nearly all actives have a fitted effect of over 60% in size
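In this displacement format the biotinylated H3(5-23) peptide acetylated at Lys14 serves as ligand at 50 nM, with BAZ2B at 50 nM in PBS pH 7.4 containing 0.01% Tween-20. Donor and acceptor beads are 10 ug/mL final.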
APEX1 inh – qHTS Assay for Inhibitors of the Human Apurinic/apyrimidinic Endonuclease 1 (APE1). recombinant APE1, TAMRA/BHQ-2 abasic DNA cleavage fluorescence. Potency, µM (doses to about 65.8 µM), for the others: at the highest dose activity change, negative = inhibition, usual class: inhibitors. 350,000 compounds, 0.35% hits;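 also: plate controls were vehicle for no effect and reference inhibitor for full effect; nearly all actives have a fitted effect of over 55% in size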
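Enzyme (0.75 nM final) and test compound are incubated 15 min at room temperature before adding 50 nM quenched THF abasic-site duplex. Cleavage dequenches TAMRA, followed at 525/598 nm over three reads one minute apart.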
Pol iota inh – qHTS for Inhibitors of Polymerase Iota; AID 588590, 2011; Potency, µM (doses to about 115 µM), for the others: at the top dose activity, negative = inhibition, most hits filed as inhibitors; Pol iota fluorescent replication assay, 10 min; DNA polymerase iota (Homo sapiens), Q9UNA4; 390,000 compounds, 1% hits
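Pol iota at 10 nM preincubated 15 min with compounds at room temperature; reaction started with fluorescent substrate, 50 nM final. Fluorescence read kinetically at 0 and 10 min; buffer-only wells as negative control.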
POLH inh – qHTS for Inhibitors of Polymerase Eta | DNA polymerase eta (Homo sapiens), Q9Y253 | recombinant Pol eta, fluorescent DNA replication assay | Potency, µM (series often up to 114 µM), inactives show at the top dose activity change, negative = inhibition, usual class: inhibitors | 390,000 compounds, 1.2% hits; also: % is scaled to controls: 0 for no effect and ±100 for the full control effect
Target sequence (Q9Y253 whole entry, looked up): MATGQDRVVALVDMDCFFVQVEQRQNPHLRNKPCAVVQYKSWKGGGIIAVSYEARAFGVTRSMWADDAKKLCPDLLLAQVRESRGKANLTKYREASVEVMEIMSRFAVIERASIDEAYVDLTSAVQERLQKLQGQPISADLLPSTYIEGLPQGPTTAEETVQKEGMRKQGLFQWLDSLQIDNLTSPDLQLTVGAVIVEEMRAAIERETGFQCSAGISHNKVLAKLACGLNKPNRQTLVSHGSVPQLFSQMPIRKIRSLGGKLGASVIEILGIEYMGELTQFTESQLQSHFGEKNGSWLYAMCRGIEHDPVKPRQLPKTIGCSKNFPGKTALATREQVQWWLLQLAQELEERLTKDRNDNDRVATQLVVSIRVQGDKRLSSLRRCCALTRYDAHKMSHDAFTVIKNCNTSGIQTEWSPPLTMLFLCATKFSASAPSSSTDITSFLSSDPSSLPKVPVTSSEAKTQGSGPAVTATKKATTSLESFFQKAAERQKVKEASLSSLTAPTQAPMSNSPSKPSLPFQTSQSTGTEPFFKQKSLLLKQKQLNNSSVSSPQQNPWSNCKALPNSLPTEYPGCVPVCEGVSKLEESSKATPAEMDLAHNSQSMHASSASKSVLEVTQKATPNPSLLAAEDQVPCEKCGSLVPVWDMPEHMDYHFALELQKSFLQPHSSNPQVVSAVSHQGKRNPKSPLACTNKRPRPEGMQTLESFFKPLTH
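Pol eta at 10 nM preincubated with compounds 15 min at room temperature; reaction started with fluorescent substrate (50 nM final) and read kinetically at 0 and 10 min.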
POLB inh – qHTS Assay for Inhibitors of DNA Polymerase Beta; P06746; Pol beta primer extension/strand displacement, fluorescence kinetic; Potency, µM (highest dose often 114 µM), without a hit: at the top dose activity change, negative = inhibition, usual class: inhibitors; 340,000 compounds, 1.3% hits; AID 485314, 2010; also: % is scaled to controls: 0 for no effect and ±100 for the full control effect
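Kinetic readout of DNA synthesis with strand displacement by Pol beta. Compound and 10 nM enzyme sit 15 min at room temperature; 50 nM substrate starts the reaction, read immediately and at 10 min.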
Apoferritin bind – qHTS Assay for Identification of Novel General Anesthetics; Ferritin light chain (Equus caballus), P02791; apoferritin/1-aminoanthracene competitive binding, fluorescence; Potency, µM (titrated, usually from 77.5 µM), inactives show top-dose activity change, negative = displacement, usual class: inhibitors; 350,000 compounds, 0.074% hits; AID 485281, 2010; also: % is scaled to controls: 0 for no effect and ±100 for the full control effect; nearly all actives have a fitted effect of over 20% in size
Target sequence (P02791 2-175 limits assumed): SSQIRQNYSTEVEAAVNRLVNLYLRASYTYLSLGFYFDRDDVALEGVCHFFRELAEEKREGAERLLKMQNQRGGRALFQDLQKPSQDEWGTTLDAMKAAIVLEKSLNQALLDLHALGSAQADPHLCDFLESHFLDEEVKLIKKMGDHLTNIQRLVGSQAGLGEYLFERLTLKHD
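In PBS, apoferritin at 10 uM is loaded with 1-AMA from a 50% saturated solution. After 10 min of compound exposure at ambient temperature, reduced 535 nm fluorescence indicates probe displacement.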
G9a block – qHTS Assay for Inhibitors of Histone Lysine Methyltransferase G9a; G9a H3K9 monomethylation, AlphaScreen, 2 h; Potency, µM (series often up to 102 µM), inactives show at the highest dose activity, negative = inhibition, actives largely listed as inhibitors; Histone-lysine N-methyltransferase EHMT2 (Homo sapiens), Q96KQ7; 350,000 compounds, 8.8% hits; also: % is scaled to controls: 0 for no effect and ±100 for the full control effect; nearly all actives have a fitted effect of over 75% in size
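Enzyme 20 nM + cpd, 15 min RT; add b-H3K9 pep 500 nM / SAM 20 uM; 2 h RT; anti-H3K9me1 Ab 0.5 ug/mL + SA donor / anti-rabbit acceptor beads 20 ug/mL each, 10 min; AlphaScreen read.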
The depositor's hits bear a star; u = inconclusive; x = no result given; [ ] = dose if it differs, or a comment. Calls follow the shape of the dose curve; as a rule, active = well fitted curve in the direction sought with a large enough effect; inconclusive = small, poorly fitted or top-dose-only effect, or another doubt; inactive = no such curve, though single readings can be large; an effect the other way counts as inactive or inconclusive. Potency is read from the fitted curve at half-maximal effect. An excerpt, so the mix of outcomes need not match the whole.

BLM helicase inh	SMILES	Pol iota inh	G9a block	POLH inh	Pol kappa inh	APEX1 inh	BAZ2B block	Apoferritin bind	POLB inh
-4%	CN(C)C(=O)c1cn(N(C)c2ncc(C(F)(F)F)cc2Cl)c(=O)c2ccccc12	-10%	-11%	-7%	7%	-1%	0%	-11%	9%
2%	Cc1onc(-c2ccccc2Cl)c1C(=O)NC1CCS(=O)(=O)C1 (stereo unspecified)	-6%	9%	-1%	-3%	-4%	-2%	2%	7%
0%	O=C(c1ccc(Cl)cc1)N1CCC(c2ccncc2)CC1	1%	19%[59 µM]	-8%	-19%[60.1 µM]	x	0%	7%	38%
x	CC(=O)c1ccc(N(CC(=O)NC2CCS(=O)(=O)C2)S(=O)(=O)c2ccc(C)cc2)cc1 (stereo unspecified)	-21%	x	-4%	-21%	-4%	x	x	x
-2%	O=C(CSc1ccc2nnc(-c3ccncc3)n2n1)Nc1nccs1	38%[activator]	50µM*	-13%	-13%	-5%	x	1%	26%
0%	Clc1cccc(Cl)c1Cn1cnc(=NCc2ccco2)c2[nH]cnc21	-24%	-16%[59 µM]	0%	-5%	6%	u	-19%	0%
-4%	N#CC1=C(N)SC(N)=C(C#N)C1C1CC=CCC1 (stereo unspecified)	-13%	u	0%	-5%	-4%	-2%	-7%	-19%
-5%	CCn1ccnc1CN1CCN(CC(C)C)C(CCO)C1 (stereo unspecified)	123%[activator]	2%	-19%	-4%	1%	1%	-5%	3%
-5%	Cc1ccc(NC(=O)c2ncn(-c3ccccc3)n2)c(Cl)c1	24%	-1%[59 µM]	x	-21%	x	0%	-3%	u
1%	Cc1ccc(CN2CCNC(=O)C2CC(=O)N(C)C2CCCCC2)cc1 (stereo unspecified)	17%	45µM*	-17%	5%	0%	-12%	-20%	25%
x	O=c1cc(-c2ccsc2)oc2ccc(-c3ccc4cc[nH]c4c3)cc12	8%	x	-16%	-12%	-11%	x	x	x
0%	CN(C(=O)c1ccccc1-c1ncc[nH]1)C1CCCN(Cc2ccccc2F)C1 (stereo unspecified)	-4%	24%	-7%	-6%	36%	-19%	-12%	23%
-2%	C=CCn1c(=O)c(C(=O)NCc2ccc3c(c2)OCO3)c(O)c2cc(OC)c(OC)cc21	176%[activator]	9%	-28%	-3%	4%	-4%	-1%	108%
-7%	C/C(=N\NC(=O)c1cc2c(s1)CCC(C)C2)c1cccnc1 (stereo unspecified)	33%[activator]	12%[59 µM]	-22%	-2%	-3%	-30%	-15%	14%
0%	Cc1ccc(S(=O)(=O)NC(CC(C)C)C(=O)NCc2ccco2)cc1 (stereo unspecified)	15%	-10%[12.7 µM]	-15%	-11%	3%	3%	-6%	0%
-2%	CNC1(C(N)=O)CCNCC1	-20%	5%[12.7 µM]	-6%	12%	0%	0%	26%	8%
-6%	O=C1CC[C@H](OCc2ccccc2)CCN1[C@H](CSc1ccccc1)Cc1ccccc1	10%	u	-29%	-1%	-19%	-38%	-17%	-29%
x	CN(C(=O)COC(=O)CNC(=O)c1ccccc1F)C1CCCCC1	2%	20%[2.33 µM]	-1%	-3%	-7%	-4%	x	x
-3%	O=C(CC(c1ccccc1)c1ccccc1)NCC1CCCO1 (stereo unspecified)	-5%	54%[activator][12.7 µM]	3%	-25%	-3%	4%	-6%	17%
-2%	NC(=O)c1ccccc1OCC(=O)N1CCc2ccccc2C1	47%[activator]	4%	-22%	-2%	54%[activator]	1%	-7%	u
-1%	COc1ccccc1-n1nnnc1SCC(=O)Nc1cc(C)on1	8%	4%[59 µM]	5%	-13%	-3%	-1%	-22%	1%
-1%	Cc1cc([N+](=O)[O-])ccc1NCc1ccccc1[N+](=O)[O-]	14%	-42%	-7%	-3%	-10%	-2%	u	28%
-12%	COC(CNC(=O)c1ccc2nc(-c3ccccc3)c(-c3ccccc3)nc2c1)OC	14%	0%	-9%	-21%	7%	u	-6%	4%
0%	Cc1cc(NC(=O)CCC(=O)N(Cc2ccco2)C(C(=O)NC2CCCC2)c2ccccc2)no1 (stereo unspecified)	23%	18%[59 µM]	-6%	-4%	11%[12.4 µM]	-4%	-16%	-13%
-19%	Cc1ccc(S(=O)(=O)c2c(N)n(/N=C/c3ccco3)c3nc4ccccc4nc23)cc1	-6%	u	-13%	-7%	-4%	-4%	-6%	14%
-4%	COc1ccc(CCC(=O)OCC(=O)Nc2ccc(C)c(S(=O)(=O)N(C)C)c2)cc1	89µM*	12%[59 µM]	-18%	u	1%	6%	-3%	33%
0%	COCCCC1CCN(Cc2cn[nH]c2-c2cc(OC)c(OC)c(OC)c2)CC1	21%	-4%	-14%	-8%	0%	0%	-11%	11%
-5%	Cn1cccc1Cc1nnc(SCC(=O)Nc2nc3ccccc3s2)n1CCc1ccccc1	3%	13%[2.33 µM]	-7%	-6%	-5%	-9%	-22%	13%
4%	CN(C)c1ncc2ncc(=O)n(C)c2n1	x	7%[12.7 µM]	x	-7%[60.1 µM]	2%	x	x	x
-15%	COC(=O)c1cc2c(-c3ccccc3)c(C)c3ccccn3c-2c1C(=O)OC	-17%	14µM*	u	u	-6%	14µM*	2%	13%
1%	Cc1nc(-c2ccc(S(=O)(=O)Nc3ccc(S(N)(=O)=O)cc3)cc2)co1	20%	13%[59 µM]	2%	-15%	-1%	-3%	-4%	3%
-5%	CCN1c2ccccc2-c2nc(SCC(=O)Nc3cc(F)ccc3F)ncc2S1(=O)=O	27%	14%[59 µM]	-24%	-6%	x	20%	u	0%
-7%	Cc1[nH]c2ccccc2c1SCc1nnc(SCc2ccccc2)n1C	31%[activator]	-29%	-12%	-9%	-8%	u	-5%	-23%
x	CC[C@]12c3[nH]c4ccccc4c3CCN1C(=O)C(CC(=O)NCC13CC4CC(CC(C4)C1)C3)C[C@@H]2C(=O)N1CCN(C(=O)c2ccco2)CC1 (stereo partly specified)	-8%	x	-3%	-7%	0%	x	x	x
x	O=C(NCc1ccccc1F)c1ccc(S(=O)(=O)N2CCCCCC2)cc1	8%	u	-22%	-8%	-14%	-1%	x	x
-4%	O=C(c1ccc2c(c1)OCO2)N1CCN(c2ccccc2)CC1	10%	-30%	-5%	-4%	1%	-12%	-8%	0%

Part of the list above in order of SMILES length, rising.
BLM helicase inh	SMILES	Pol iota inh	G9a block	POLH inh	Pol kappa inh	APEX1 inh	BAZ2B block	Apoferritin bind	POLB inh
4%	CN(C)c1ncc2ncc(=O)n(C)c2n1	x	7%[12.7 µM]	x	-7%[60.1 µM]	2%	x	x	x
-4%	O=C(c1ccc2c(c1)OCO2)N1CCN(c2ccccc2)CC1	10%	-30%	-5%	-4%	1%	-12%	-8%	0%
-7%	Cc1[nH]c2ccccc2c1SCc1nnc(SCc2ccccc2)n1C	31%[activator]	-29%	-12%	-9%	-8%	u	-5%	-23%
x	O=C(NCc1ccccc1F)c1ccc(S(=O)(=O)N2CCCCCC2)cc1	8%	u	-22%	-8%	-14%	-1%	x	x
0%	COCCCC1CCN(Cc2cn[nH]c2-c2cc(OC)c(OC)c(OC)c2)CC1	21%	-4%	-14%	-8%	0%	0%	-11%	11%
-15%	COC(=O)c1cc2c(-c3ccccc3)c(C)c3ccccn3c-2c1C(=O)OC	-17%	14µM*	u	u	-6%	14µM*	2%	13%
-5%	Cn1cccc1Cc1nnc(SCC(=O)Nc2nc3ccccc3s2)n1CCc1ccccc1	3%	13%[2.33 µM]	-7%	-6%	-5%	-9%	-22%	13%
-12%	COC(CNC(=O)c1ccc2nc(-c3ccccc3)c(-c3ccccc3)nc2c1)OC	14%	0%	-9%	-21%	7%	u	-6%	4%
-5%	CCN1c2ccccc2-c2nc(SCC(=O)Nc3cc(F)ccc3F)ncc2S1(=O)=O	27%	14%[59 µM]	-24%	-6%	x	20%	u	0%
-4%	COc1ccc(CCC(=O)OCC(=O)Nc2ccc(C)c(S(=O)(=O)N(C)C)c2)cc1	89µM*	12%[59 µM]	-18%	u	1%	6%	-3%	33%
-19%	Cc1ccc(S(=O)(=O)c2c(N)n(/N=C/c3ccco3)c3nc4ccccc4nc23)cc1	-6%	u	-13%	-7%	-4%	-4%	-6%	14%

Additional records follow.
BLM helicase inh	SMILES	Pol iota inh	G9a block	POLH inh	Pol kappa inh	APEX1 inh	BAZ2B block	Apoferritin bind	POLB inh
-5%	COc1ccc(S(=O)(=O)N2CCOC2CNC(=O)C(=O)NCc2ccncc2)cc1OC (stereo unspecified)	28%	21%	-18%	-6%	19%	-13%	-4%	18%
0%	CC(=O)c1cc2c(cc1NC(=O)c1ccco1)OCCO2	-3%	14%	-1%	-4%	-3%	-4%	-5%	4%
x	Cc1ccc(SCC(=O)OC(C)C(=O)N2CCc3ccccc32)cc1 (stereo unspecified)	0%	143%[activator]	-10%	-14%	-6%	109%[activator]	x	x
-5%	COc1ccccc1N1C(=O)C2CCC(c3ccccc3)CC2C1=O (stereo unspecified)	13%	25%	-3%	-14%	3%	-2%	-3%	13%

Compound activity as filed in PubChem BioAssay.
